Bfl-1 inhibitors – displacement of Bid BH3 peptide from Bfl-1 – biochemical, fluorescence polarization, FITC-Bid, mouse, primary screen (AID 432); FITC-Bid BH3 peptide fluorescence polarization displacement; higher % means a stronger effect; displacement, % at 20 µM, or IC50 in µM where a hit was titrated; actives 0.02% (n = 64,000); in the data active means a potency from the dose series; inactive means the rest, 99 in 100 with displacement below about 15%; further: strong numbers were not always called active
Alkaline phosphatase – inhibition of tissue-nonspecific alkaline phosphatase – biochemical, luminescent (AID 518); purified TNAP enzyme, luminescent substrate readout; higher % means a stronger effect; inhibition, % at 20 µM, or IC50 in µM where a hit was titrated; actives 0.09% (n = 64,000); in the data active means a potency from the dose series; inactive means the rest, 99 in 100 with inhibition below about 22%;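 further: plate controls were vehicle for no effect and reference inhibitor for full effect; many of its hits are not listed in these tables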
HPDE-C7K KRASV12 – cytotoxicity in KRAS-transformed pancreatic duct cells, primary screen, cell-based, fluorescence, HTS (AID 431); HPDE-C7K KRASV12 cells, Alamar Blue viability, 48 h; higher % means a stronger effect; cytotoxicity, % at 10 µM, or EC50 in µM where a hit was titrated; actives 1.7% (n = 63,000);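 active means compounds whose percent cytotoxicity in the single-dose primary screen, scaled between solvent and toxic-drug controls, exceeds 50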;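 further: 0% = DMSO solvent wells and 100% = doxorubicin-treated wells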
LYP phosphatase – inhibition of human PTPN22 tyrosine phosphatase – biochemical, DiFMUP fluorescence, recombinant catalytic domain, 10 µM, primary screen (AID 606); one-dose inhibition, % at 10 µM; IC50 in µM for titrated hits; recombinant LYP catalytic domain, DiFMUP fluorescence; higher % means a stronger effect; 52,000 tested, under 10 active;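 active means IC50 under 40 µM in the dose-response test; inactive means IC50 of 40 µM or more, or never dose-tested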
HPDE-C7 cytotoxicity – HPDE-C7 pancreatic duct cell viability loss – fluorescence, HTS (AID 430); HPDE-C7 pancreatic duct cells viability, fluorescence; higher % means a stronger effect; cytotoxicity, % at 10 µM; hits with a dose series show EC50 in µM; actives 1.8% (n = 63,000);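 further: cells exposed to compound for 48 hours before viability readout; 0% = vehicle and 100% = reference cytotoxic drug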
PMK inhibit – S. pneumoniae PMK inhibition. purified PMK, PK/LDH-coupled NADH absorbance 340 nm. inhibition, % at 10 µM. actives 0.49% (n = 65,000). AID 539;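 active means top-ranked compounds by inhibition in the single 10 µM screen, taking a fixed number of the strongest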;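 further: 0% = full reaction with DMSO carrier and 100% = background rate without enzyme reaction; no value below 0 was filed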
Spn MK inh – blocks S. pneumoniae mevalonate kinase; purified MK, PK/LDH-coupled NADH absorbance 340 nm; inhibition, % at 10 µM; actives 0.48% (n = 65,000);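 active means ranked among the strongest by inhibition in the single 10 µM screen, a fixed top-ranked set picked for dose follow-up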; further: no value below 0 was filed
HT1080 viability – cytotoxicity in HT1080 fibrosarcoma cells, cell-based, fluorescence readout (AID 620); actives 0.42% (n = 87,000); HT1080 viability, fluorescence; higher % means a stronger effect; cytotoxicity, % at 10 µM, or EC50 in µM where a hit was titrated;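 further: cells exposed to compound overnight then 4 h with Alamar Blue; 0% = vehicle DMSO and 100% = killing control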
DPM-DC inhibit – S. pneumoniae DPM-DC inhibition. actives 0.49% (n = 65,000). calls only at 10 µM. purified DPM-DC, PK/LDH coupled NADH fluorescence;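 active means the 320 compounds with the highest percent inhibition in the single-dose primary screen, excluding strongly autofluorescent ones, cut at about 32% in these data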;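 further: kinetic rate of NADH fluorescence loss reporting ADP formed by the decarboxylase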
PMK inhibit pilot replicates – second read-out of PMK inhibit, no call of its own (marks repeat the call); inhibition, %; measured here: pilot screen replicates
Spn MK inh pilot replicates – further read-out of Spn MK inh, marked with its call; inhibition, %; measured here: pilot screen replicates
DPM-DC inhibit pilot screen % – recorded beside DPM-DC inhibit, whose call it bears; inhibition, %; measured here: pilot screen trials
Numbers without * were called inactive. Unless noted, no stated cut-off is given here; in the data, active means cytotoxicity above about 50%; inactive means the rest. Hits appear at their usual frequency. Share with any hit: about 3.5%.

For Cc1ccc(-c2csc(NC(=O)c3ccno3)n2)cc1 the results were Bfl-1 inhibitors 2%, Alkaline phosphatase 11%, HPDE-C7K KRASV12 -2%, HPDE-C7 cytotoxicity -17%, PMK inhibit 0, Spn MK inh 1, HT1080 viability 8% and DPM-DC inhibit inactive.
Cn1cc(SCC(=O)NCc2ccc3c(c2)OCO3)c2ccccc21 was read as Bfl-1 inhibitors 1%, Alkaline phosphatase 8%, HPDE-C7K KRASV12 8%, LYP phosphatase 18%, HPDE-C7 cytotoxicity 2%, PMK inhibit 8, Spn MK inh 3, HT1080 viability 4% and DPM-DC inhibit inactive.
`CC(C)Cc1nc2oc3c(=O)[nH]cnc3c2c2c1CCC2` gave Bfl-1 inhibitors 4%, Alkaline phosphatase 8%, HPDE-C7K KRASV12 6%, LYP phosphatase 14%, HPDE-C7 cytotoxicity -1%, PMK inhibit 13, Spn MK inh 13, HT1080 viability 0% and DPM-DC inhibit inactive.
O=C(O)CCC(=O)NCC1OCCc2ccccc21 (stereo not drawn) was read as Bfl-1 inhibitors 5%, Alkaline phosphatase -5%, HPDE-C7K KRASV12 -31%, LYP phosphatase 9%, HPDE-C7 cytotoxicity -16%, PMK inhibit 0, Spn MK inh 10 and DPM-DC inhibit inactive.
CC1CC2(CC(C)(C(=O)CSc3nc4ccccc4s3)OC2=O)C(=O)O1 (stereo not drawn) was read as Bfl-1 inhibitors -7%, Alkaline phosphatase 6%, HPDE-C7K KRASV12 11%, LYP phosphatase -1%, HPDE-C7 cytotoxicity 0%, PMK inhibit 0, Spn MK inh 2, HT1080 viability -2% and DPM-DC inhibit inactive.
CS(=O)(=O)N(CC(=O)O)c1cccc(Cl)c1 was read as Bfl-1 inhibitors 0%, Alkaline phosphatase 9%, HPDE-C7K KRASV12 -20%, LYP phosphatase -1%, HPDE-C7 cytotoxicity -16%, PMK inhibit 3, Spn MK inh 2, HT1080 viability -1%, DPM-DC inhibit inactive, PMK inhibit pilot replicates 1.5, Spn MK inh pilot replicates 1.0 and DPM-DC inhibit pilot screen % 0.0.
`Fc1ccc(C2=Nn3c(nnc3-c3n[nH]c4c3CCC4)SC2)cc1` gave Bfl-1 inhibitors -14%, Alkaline phosphatase 0%, HPDE-C7K KRASV12 1%, LYP phosphatase 4%, HPDE-C7 cytotoxicity 0%, PMK inhibit 8, Spn MK inh 3, HT1080 viability 6% and DPM-DC inhibit inactive.
For Cc1ccc(S(=O)(=O)N(CC(=O)N2CCOCC2)C2CCCCC2)cc1 the results were Bfl-1 inhibitors -6%, Alkaline phosphatase 11%, HPDE-C7K KRASV12 -2%, LYP phosphatase 10%, HPDE-C7 cytotoxicity 3%, PMK inhibit 0, Spn MK inh 6, HT1080 viability -5% and DPM-DC inhibit inactive.
Screening CC(C)C(NS(=O)(=O)c1ccc2c3c(cccc13)C(=O)N2)C(=O)O (stereo not drawn) returned Bfl-1 inhibitors -1%, Alkaline phosphatase 0%, HPDE-C7K KRASV12 10%, LYP phosphatase 1%, HPDE-C7 cytotoxicity 0%, PMK inhibit 0, Spn MK inh 2 and HT1080 viability -6%.
Screening COc1ccc(C(=O)OC(COc2ccccc2)Cn2ccnc2)cc1 (stereo not drawn) returned Bfl-1 inhibitors 6%, Alkaline phosphatase -6%, HPDE-C7K KRASV12 -6%, LYP phosphatase 7%, HPDE-C7 cytotoxicity -11%, PMK inhibit 0, Spn MK inh 6, HT1080 viability 16%, DPM-DC inhibit inactive, PMK inhibit pilot replicates 4.0, Spn MK inh pilot replicates 0.5 and DPM-DC inhibit pilot screen % 0.0.
`O=C(c1cccs1)N1CCN(Cc2cccnc2)CC1` gave Bfl-1 inhibitors -3%, Alkaline phosphatase 16%, HPDE-C7K KRASV12 -3%, LYP phosphatase 8%, HPDE-C7 cytotoxicity 0%, PMK inhibit 0, Spn MK inh 2, HT1080 viability 3% and DPM-DC inhibit inactive.
Screening CCOCC(=O)Nc1nc2c(s1)C(=O)CC(C)(C)C2 returned Bfl-1 inhibitors -2%, Alkaline phosphatase 14%, HPDE-C7K KRASV12 9%, LYP phosphatase 8%, HPDE-C7 cytotoxicity -6%, PMK inhibit 11, Spn MK inh 3, HT1080 viability 1%, DPM-DC inhibit inactive, PMK inhibit pilot replicates 6.0, Spn MK inh pilot replicates 4.0 and DPM-DC inhibit pilot screen % 3.0.
CCOc1ccc2noc3c2c1C(=O)c1ccccc1-3 was read as Bfl-1 inhibitors 169%, Alkaline phosphatase 16%, HPDE-C7K KRASV12 23%, LYP phosphatase 14%, HPDE-C7 cytotoxicity 29%, PMK inhibit 0, Spn MK inh 2, HT1080 viability -8% and DPM-DC inhibit inactive.
`CCOC(=O)/C(C#N)=C1/C=Nc2ccccc2N1` gave Bfl-1 inhibitors -7%, Alkaline phosphatase 13%, HPDE-C7K KRASV12 -16%, HPDE-C7 cytotoxicity 1%, PMK inhibit 17, Spn MK inh 6, HT1080 viability 6% and DPM-DC inhibit inactive.
Screening CC(C)n1c(SCc2ccc(Cl)cc2)nc2c1c(=O)[nH]c(=O)n2C returned Bfl-1 inhibitors -4%, Alkaline phosphatase 6%, HPDE-C7K KRASV12 9%, LYP phosphatase 1%, HPDE-C7 cytotoxicity -8%, PMK inhibit 11, Spn MK inh 9, HT1080 viability 4% and DPM-DC inhibit inactive.
CCOCCCNc1nc2c([nH]1)c(=O)n(C)c(=O)n2C was read as Bfl-1 inhibitors 0%, Alkaline phosphatase 9%, HPDE-C7K KRASV12 3%, LYP phosphatase -6%, HPDE-C7 cytotoxicity 6%, PMK inhibit 5, Spn MK inh 3, HT1080 viability -2% and DPM-DC inhibit inactive.
For CCCC(=O)Nc1cccc(NC(=O)c2ccc3c(c2)OCO3)c1 the results were Bfl-1 inhibitors -1%, Alkaline phosphatase 4%, HPDE-C7K KRASV12 -13%, HPDE-C7 cytotoxicity -25%, PMK inhibit 9, Spn MK inh 0, HT1080 viability 0% and DPM-DC inhibit inactive.
For CCOC(=O)C1CCN(S(=O)(=O)c2ccc(OCC)cc2)CC1 the results were Bfl-1 inhibitors 3%, Alkaline phosphatase 3%, HPDE-C7K KRASV12 -5%, HPDE-C7 cytotoxicity -6%, PMK inhibit 0, Spn MK inh 7, HT1080 viability -6% and DPM-DC inhibit inactive.
Screening CCC12CC3CC(C1)CC(C(=O)Nc1nn[nH]n1)(C3)C2 returned Bfl-1 inhibitors 3%, Alkaline phosphatase 7%, HPDE-C7K KRASV12 7%, LYP phosphatase 11%, HPDE-C7 cytotoxicity -2%, PMK inhibit 2, Spn MK inh 4, HT1080 viability -4% and DPM-DC inhibit inactive.
CCOC(=O)c1sc(NC(=O)c2cc3c(C)nn(-c4ccccc4)c3s2)nc1C was read as Bfl-1 inhibitors -1%, Alkaline phosphatase 8%, HPDE-C7K KRASV12 0%, HPDE-C7 cytotoxicity 4%, PMK inhibit 4, Spn MK inh 7, HT1080 viability 0% and DPM-DC inhibit inactive.
Screening COc1cccc(NC(=O)c2ccco2)c1 returned Bfl-1 inhibitors 4%, Alkaline phosphatase 9%, HPDE-C7K KRASV12 -1%, LYP phosphatase -6%, HPDE-C7 cytotoxicity -4%, PMK inhibit 14, Spn MK inh 6, HT1080 viability -1%, DPM-DC inhibit inactive, PMK inhibit pilot replicates 0.0, Spn MK inh pilot replicates 0.0 and DPM-DC inhibit pilot screen % 0.0.
O=C(COC(=O)c1ccc(Oc2ccccc2)cc1)Nc1nnc(-c2ccccc2)o1 was read as Bfl-1 inhibitors 5%, Alkaline phosphatase 15%, HPDE-C7K KRASV12 34%, LYP phosphatase -7%, HPDE-C7 cytotoxicity 13%, PMK inhibit 11, Spn MK inh 0, HT1080 viability -2% and DPM-DC inhibit inactive.
Screening CN1CCCC(OC(=O)c2cc(Br)ccc2Cl)C1 (stereo not drawn) returned Bfl-1 inhibitors -2%, Alkaline phosphatase 0%, HPDE-C7K KRASV12 -5%, LYP phosphatase -3%, HPDE-C7 cytotoxicity 0%, PMK inhibit 0, Spn MK inh 4, HT1080 viability -2% and DPM-DC inhibit inactive.
`CCOC(=O)C1CCN(C(=O)CSCc2nc(-c3ccc(OCC)cc3)oc2C)CC1` gave Bfl-1 inhibitors -6%, Alkaline phosphatase -42%, HPDE-C7K KRASV12 -2%, HPDE-C7 cytotoxicity -6%, PMK inhibit 17, Spn MK inh 0, HT1080 viability -12% and DPM-DC inhibit inactive.
`CC1CCCCN1CCNC(=O)c1cc2c(-c3ccccc3F)nn(C)c2s1` (stereo not drawn) gave Bfl-1 inhibitors 4%, Alkaline phosphatase 3%, HPDE-C7K KRASV12 7%, LYP phosphatase 17%, HPDE-C7 cytotoxicity 16%, PMK inhibit 8, Spn MK inh 1 and HT1080 viability -3%.
Screening CC(=O)[C@@]1(O)CC[C@H]2[C@@H]3C[C@H](C)C4=CC(=O)CC[C@]4(C)[C@H]3CC[C@@]21C returned Bfl-1 inhibitors -2%, Alkaline phosphatase 2%, HPDE-C7K KRASV12 -8%, LYP phosphatase 16%, HPDE-C7 cytotoxicity -8%, PMK inhibit 4, Spn MK inh 6, HT1080 viability 0%, DPM-DC inhibit inactive, PMK inhibit pilot replicates 0.0, Spn MK inh pilot replicates 0.0 and DPM-DC inhibit pilot screen % 2.5.
For CCOC(=O)N1CCN(C(=O)C2CCCN(S(=O)(=O)c3cc(C)ccc3OC)C2)CC1 (stereo not drawn) the results were Bfl-1 inhibitors -2%, Alkaline phosphatase 6%, HPDE-C7K KRASV12 -8%, LYP phosphatase 10%, HPDE-C7 cytotoxicity -6%, PMK inhibit 0, Spn MK inh 3, HT1080 viability -4% and DPM-DC inhibit inactive.
`CCC(C)(C)NC(=O)C1CCN(c2nc(C)cc(C)n2)CC1` gave Bfl-1 inhibitors -8%, Alkaline phosphatase 2%, HPDE-C7K KRASV12 0%, LYP phosphatase -9%, HPDE-C7 cytotoxicity -6%, PMK inhibit 23, Spn MK inh 0, HT1080 viability 8% and DPM-DC inhibit inactive.
Screening O=C1CCc2cc(S(=O)(=O)NCCC(=O)N3CCN(c4cccc(Cl)c4)CC3)ccc2N1 returned Bfl-1 inhibitors 0%, Alkaline phosphatase 9%, HPDE-C7K KRASV12 6%, LYP phosphatase 6%, HPDE-C7 cytotoxicity 1%, PMK inhibit 10, Spn MK inh 12, HT1080 viability 29% and DPM-DC inhibit inactive.
Screening FC(F)(F)COc1nc(OCC(F)(F)F)nc(N2CCN(c3ccccc3)CC2)n1 returned Bfl-1 inhibitors 0%, Alkaline phosphatase 11%, HPDE-C7K KRASV12 -2%, LYP phosphatase 1%, HPDE-C7 cytotoxicity -4%, PMK inhibit 15, Spn MK inh 9, HT1080 viability -6% and DPM-DC inhibit inactive.

Assay outcomes (PubChem)
